# High-throughput results as filed in PubChem.
# uPA generation: qHTS for Inhibitors of Cell Surface uPA Generation; cell surface uPA generation assay, qHTS; Potency, µM (series often up to 38.3 µM), without a hit: top-dose activity change, negative = inhibition, hits mostly inhibitors; 0.31% of 330,000 active; active = well fitted inhibition curve with a large enough effect; inconclusive = small, poorly fitted or top-dose-only effect; inactive = no such curve, though single readings can be large or run the other way; tested in mouse RAW 264.7 cells; also: potency is read from the fitted curve at half-maximal effect; % is scaled to controls: 0 for no effect and ±100 for the full control effect; nearly all actives have a fitted effect of over 55% in size
# TCR activator: Activators of T cell receptors: qHTS campaign; primary human leukocytes, anti-CD3, IL-2 HTRF, 48 h; Potency, µM (top dose mostly 9.22 µM), inactives show at the top dose activation of IL-2 secretion, actives largely listed as activators; 330,000 tested, under 10 active; AID 504894, 2011; also: % of control where 0% means no effect
#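 Primary human leukocytes were stimulated with a-CD3 beads plus compounds for 48 hr without co-stimulation; secreted IL-2 was quantified by HTRF using a-IL-2-K (europium cryptate) and a-IL-2-d2, excited at 320nm with acceptor emission read at 665nm.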
# BCR signal inh: qHTS Assay to Find Inhibitors of Chronic Active B-Cell Receptor Signaling; ABC-DLBCL IkBa-CBG/CBR reporter, luminescence ratio, 4 h; Potency, µM (top dose mostly 46.1 µM), without a hit: top-dose ratio change, negative = lower green/red ratio, actives largely listed as inhibitors; 0.05% of 340,000 active; active = well fitted inhibition curve with a large enough effect in the signal ratio, with a control signal flat, not every such curve was filed as active; inconclusive = small, poorly fitted or top-dose-only effect, or effect the other way, or a change in a side signal; the % refers to the signal ratio;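 also: potency is read from the fitted curve at half-maximal effect; plate controls were basal doxycycline-induced cells for no effect and cells given 10 µM MG132 for full effect; MG132 reads +100%, hits lower the ratio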
#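 Cell line TMD8 (human ABC DLBCL), stably expressing tet-inducible CBG68-IkBa fusion and CBR; IMDM/0.5% FBS; cpd up to 46 uM; dox induction, 4 h, 37C/5% CO2; dual luminescence; green/red ratio; MG132 control.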
# USP2a block: qHTS Assay for Inhibitors of Ubiquitin-specific Protease USP2a Using CHOP2 as the Reporter; Potency, µM (series often up to 38.3 µM), for inactives: top-dose activity change, negative = inhibition, actives largely listed as inhibitors; Ubiquitin carboxyl-terminal hydrolase 2 (Homo sapiens), O75604; USP2 core, Ub-CHOP2 coupled fluorogenic reporter, 485/531; 0.01% of 330,000 active;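 also: potency is read from the fitted curve at half-maximal effect; plate controls were DMSO wells for no effect and full inhibition by NEM control for full effect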
#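 Deubiquitinase activity read as fluorescence (485/531 nm) after Ub-CHOP2 cleavage activates the enterokinase reporter on its substrate; USP2 core 10nM, Ub-CHOP2 and substrate 25nM each, 30min compound preincubation then 60min RT; data normalized to NEM, curves fitted.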
# Tb PFK inh: qHTS Assay to Find Inhibitors of T. brucei phosphofructokinase | ATP-dependent 6-phosphofructokinase (Trypanosoma brucei brucei), O15648 | 0.17% of 330,000 active | Potency, µM (doses to about 57.5 µM), for inactives: at the top dose activity, negative = inhibition, most hits filed as inhibitors | T. brucei PFK, ADP-Glo luminescence;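 also: potency is read from the fitted curve at half-maximal effect; 0% = uninhibited 1x PFK enzyme wells and -100% = no-enzyme wells; nearly all actives have a fitted effect of over 60% in size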
# Target sequence (O15648 whole entry, looked up): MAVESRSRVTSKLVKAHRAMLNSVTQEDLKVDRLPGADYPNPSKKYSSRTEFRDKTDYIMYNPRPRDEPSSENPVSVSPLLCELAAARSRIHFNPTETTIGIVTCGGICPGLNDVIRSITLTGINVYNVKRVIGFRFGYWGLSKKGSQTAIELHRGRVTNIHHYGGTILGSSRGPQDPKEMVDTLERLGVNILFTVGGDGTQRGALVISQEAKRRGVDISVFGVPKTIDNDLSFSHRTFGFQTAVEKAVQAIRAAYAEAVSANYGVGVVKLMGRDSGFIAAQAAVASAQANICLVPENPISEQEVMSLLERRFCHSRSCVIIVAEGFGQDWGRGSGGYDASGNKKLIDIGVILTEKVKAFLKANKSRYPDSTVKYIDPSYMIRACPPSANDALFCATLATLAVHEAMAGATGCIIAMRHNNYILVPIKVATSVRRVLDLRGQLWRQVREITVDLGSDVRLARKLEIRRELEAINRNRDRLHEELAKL
#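 1.25 nM PFK with 0.5 mM F6P and 0.1 mM ATP in 0.1 M TEA pH 8.0, 5 mM MgCl2, incubated 45 min at room temperature; ADP measured by ADP-Glo luminescence; compounds titrated up to 57 uM.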
# PTAP TSG101 blk: qHTS Assay for Iinhibitors of HIV-1 Budding by Blocking the Interaction of PTAP/TSG101; Fluorescence polarization, FITC-PTAP peptide / Tsg101 binding; Potency, µM (titrated, usually from 115 µM), for inactives: at the highest dose activity change, negative = inhibition, actives largely listed as inhibitors; 340,000 tested, under 10 active; active = well fitted inhibition curve with a large enough effect in the main read-out, with a control signal flat, not every such curve was filed as active; inconclusive = small, poorly fitted or top-dose-only effect, or effect the other way, or a change in a side signal; inactive = no such curve, though single readings can be large or run the other way; also: potency is read from the fitted curve at half-maximal effect; % of control where 0% means no effect
# Target sequence (Q99816 whole entry, looked up): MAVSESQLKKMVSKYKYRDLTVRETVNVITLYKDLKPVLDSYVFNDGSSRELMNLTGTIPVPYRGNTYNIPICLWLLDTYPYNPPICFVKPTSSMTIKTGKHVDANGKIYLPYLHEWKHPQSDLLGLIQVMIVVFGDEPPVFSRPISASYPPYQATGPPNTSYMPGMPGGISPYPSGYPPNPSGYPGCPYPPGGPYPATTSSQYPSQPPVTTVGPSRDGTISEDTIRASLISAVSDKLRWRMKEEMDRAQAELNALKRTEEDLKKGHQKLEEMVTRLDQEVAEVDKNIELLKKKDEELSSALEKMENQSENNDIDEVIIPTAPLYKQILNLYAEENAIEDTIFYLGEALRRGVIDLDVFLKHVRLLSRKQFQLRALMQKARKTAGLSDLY
#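 Fluorescence anisotropy tracks displacement of a FITC-tagged PTAP peptide (50 nM) from the Tsg101 binding domain (10 uM), following a 20 min room-temperature incubation at pH 7.5.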
# B2AR arrestin: qHTS assay of beta-arrestin-biased ligands of beta2-adrenergic receptor; AID 492947, 2010; Beta-2 adrenergic receptor (Homo sapiens), P07550; Potency, µM (top dose mostly 46.1 µM), for inactives: top-dose activation, actives largely listed as activators; 0.02% of 330,000 active; beta-arrestin recruitment to beta2AR, cell-based reporter;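 also: potency is read from the fitted curve at half-maximal effect; 0% = DMSO controls and full agonism = EC100 isoproterenol or metaproterenol; nearly all actives have a fitted effect of over 65% in size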
# Mito fusion yeast: qHTS Assay for Small Molecule Inhibitors of Mitochondrial Division or Activators of Mitochondrial Fusion; S. cerevisiae fusion-defective mutant growth rescue, CellTiterGlo 48 h; Potency, µM (doses to about 46.1 µM), for the others: at the highest dose growth rescue (activation), hits mostly activators; 0.23% of 320,000 active; AID 485298, 2010;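 also: potency is read from the fitted curve at half-maximal effect; % of control where 0% means no effect; nearly all actives have a fitted effect of over 45% in size; temperature-sensitive fusion mutants such as fzo1-1 at 37 °C on non-fermentable ethanol glycerol medium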
#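 Compounds are tested for their ability to restore growth of mitochondrial fusion-defective yeast strains at non-permissive 37C in YPEG medium over 48 hours. Viability is quantified by luciferase luminescence.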
# Eya2 inh: qHTS Assay for Inhibitors of the Phosphatase Activity of Eya2 | Protein phosphatase EYA2 (Homo sapiens), O00167 | recombinant Eya2, OMFP fluorescence dephosphorylation (OMFP is methylfluorescein phosphate) | Potency, µM (top dose mostly 76.9 µM), for inactives: at the top dose activity, negative = inhibition, usual class: inhibitors | 0.006% of 330,000 active | AID 488837, 2010; also: potency is read from the fitted curve at half-maximal effect; % is scaled to controls: 0 for no effect and ±100 for the full control effect
#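 Eya2 (0.2 uM) preincubated 10 min at ambient with compound, then OMFP substrate added at 50 uM; 10 min reaction in 50 mM HEPES pH 7.5, 50 mM NaCl, 5 uM MgCl2, 0.05% BSA, 1 mM DTT. Fluorescence read at Ex 485/Em 525 nm.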
# ELG1 repair inh: qHTS screen for small molecules that inhibit ELG1-dependent DNA repair in human embryonic kidney (HEK293T) cells expressing luciferase-tagged ELG1 | HEK293T ELG1-luciferase reporter, luminescence, 16 h; DNA damage induced by 5-fluorouridine | Potency, µM (titrated, usually from 46.1 µM), inactives show at the highest dose activity change, negative = inhibition, hits mostly inhibitors | 2.3% of 330,000 active; also: potency is read from the fitted curve at half-maximal effect; % is scaled to controls: 0 for no effect and ±100 for the full control effect; nearly all actives have a fitted effect of over 55% in size
#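 In this reporter screen, reduction of luminescence relative to DMSO vehicle indicated activity. Compounds and 5-fluorouridine were added together to 2,000 cells per well, incubated for 16 hr at 37 °C, then developed with ONE-Glo.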
# TSHR antagonist: Antagonists of the Thyroid Stimulating Hormone Receptor: HTS campaign; TSHR-expressing cells, TSH-stimulated cAMP HTRF, 2 h; stronger effect = lower value; activity change, negative = inhibition, % at 11.5 µM; Thyrotropin receptor (Homo sapiens), P16473; AID 504810, 2011; 0.2% of 330,000 active;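 active = activity change below a set negative limit, meaning inhibition stronger than a set level, cut at about -70% in these data; inconclusive = activity change between two set negative limits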; also: % is scaled to controls: 0 for no effect and ±100 for the full control effect
#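 Antagonism was scored as loss of TSH-driven cAMP in TSHR cells, stimulated with 4nM TSH (EC80) for 2 hours at 37 deg C and detected by homogeneous HTRF competition immunoassay.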
# * hit, by the source's call; ? = inconclusive; · = not tested or not shown; [ ] = another dose, or the depositor's remark. Unless noted, calls follow the shape of the dose curve; as a rule, active = well fitted curve in the direction sought with a large enough effect; inconclusive = small, poorly fitted or top-dose-only effect, or another doubt; inactive = no such curve, though single readings can be large; an effect the other way counts as inactive or inconclusive.
SMILES,uPA generation,TCR activator,BCR signal inh,USP2a block,Tb PFK inh,PTAP TSG101 blk,B2AR arrestin,Mito fusion yeast,Eya2 inh,ELG1 repair inh,TSHR antagonist
Cc1ccc(NC(=S)NCC(C)CSc2ccc(Cl)cc2)cc1 (configuration not stated),0%,1%,?,0%,6%,-1%,0.4%,6%,-7%,?,16
O=C(COC(=O)c1ccccc1O)Nc1cc([N+](=O)[O-])ccc1Cl,3%,0%,-12%,-3%,0%,1%,0.1%,0%,-1%,-6%,0
COc1nnc(-c2ccccc2)s1,2%,-4%[46.1 µM],?,3%,-2%,0%,0.1%,-2%,5%,?,3
COc1ccc(NS(=O)(=O)c2cc(NC(=O)c3cccs3)ccc2N2CCCC2)cc1,0%,-1%[46.1 µM],?,-1%,0%,0%,-0.5%,14%,-3%,?,2
COc1cccc(-c2cc(C(F)(F)F)n3nc(N)nc3n2)c1,-6%,-4%,-13%,3%,7%,-6%,-0.2%,0%,16%,-1%,-5
COCc1cc(C)nc(N2CCN(c3ccccc3)CC2)c1C#N,4%,2%,-1%,3%,-6%,-2%,0.2%,26%,25%,?,-2
CCCn1c(-c2ccc(F)cc2)n[nH]c1=S,-1%,-1%,?,1%,2%,-4%,?,?,14%,-11%,8
COc1ccc(OC)c(/C=N/NC(=O)c2ccc3nc[nH]c3c2)c1,2%,2%,-18%,3%,-1%,-1%,-0.7%,-2%,-33%,-7%,-5
COc1ccc(Br)cc1/C=N/NC(=O)c1ccc2nc[nH]c2c1,3%,9%,0%,2%,-8%,3%,-0.1%,-2%,2%,10%,-9
Cc1ccc(S(=O)(=O)Nc2ccc(NC(=O)/C=C/C(=O)O)cc2)cc1,1%,0%,?,0%,-1%,-2%,-0.5%,2%,-19%,10%,1
O=C(c1cccnc1)N1CCN(Cc2ccccc2Br)CC1,-2%,-6%,-7%,0%,-6%,-3%,0.0%,-1%,-8%,-5%,4
O=C(Nc1ccc([N+](=O)[O-])cn1)C1CC2CCC1C2 (configuration not stated),5%,0%[46.1 µM],-2%,1%,0%,-4%,-1.3%,12%,10%,?,7
O=C1SCCC1NS(=O)(=O)c1ccc([N+](=O)[O-])cc1 (configuration not stated),3%,-5%,15%,0%,-1%,-7%,0.3%,4%,-12%,-3%,-15
COc1ccc(C(=O)Nc2nnc(Cc3ccc(OC)c(OC)c3)s2)c(OC)c1,-6%,-4%,0%,-2%,-3%,-5%,0.3%,3%,6%,-19%,-11
Cc1ccc(C)c(NC(=O)CSc2nc3c(c(=O)n2C)SC(C)C3)c1 (configuration not stated),14%,-5%,11%,3%,0%,-8%,0.0%,-4%,19%,?,-2

# 5 records picked at random from the list so far, as already listed:
SMILES,uPA generation,TCR activator,BCR signal inh,USP2a block,Tb PFK inh,PTAP TSG101 blk,B2AR arrestin,Mito fusion yeast,Eya2 inh,ELG1 repair inh,TSHR antagonist
O=C1SCCC1NS(=O)(=O)c1ccc([N+](=O)[O-])cc1 (configuration not stated),3%,-5%,15%,0%,-1%,-7%,0.3%,4%,-12%,-3%,-15
COc1cccc(-c2cc(C(F)(F)F)n3nc(N)nc3n2)c1,-6%,-4%,-13%,3%,7%,-6%,-0.2%,0%,16%,-1%,-5
CCCn1c(-c2ccc(F)cc2)n[nH]c1=S,-1%,-1%,?,1%,2%,-4%,?,?,14%,-11%,8
COc1ccc(C(=O)Nc2nnc(Cc3ccc(OC)c(OC)c3)s2)c(OC)c1,-6%,-4%,0%,-2%,-3%,-5%,0.3%,3%,6%,-19%,-11
Cc1ccc(S(=O)(=O)Nc2ccc(NC(=O)/C=C/C(=O)O)cc2)cc1,1%,0%,?,0%,-1%,-2%,-0.5%,2%,-19%,10%,1

# (listing goes on)
SMILES,uPA generation,TCR activator,BCR signal inh,USP2a block,Tb PFK inh,PTAP TSG101 blk,B2AR arrestin,Mito fusion yeast,Eya2 inh,ELG1 repair inh,TSHR antagonist
CCCCCCOC(=O)NCC(O)c1ccccc1 (configuration not stated),1%,-9%,?,3%,-5%,-4%,-0.2%,4%,-5%,?,-14
COc1ccnc(NCc2cccnc2)c1C#N,6%,-3%,-4%,4%,-3%,-5%,-1.2%,1%,14%,15%,0
CCOc1ccccc1CNC(=O)CCC(=O)N1Cc2ccccc2Oc2ncccc21,3%,1%,-2%,1%,-5%,-1%,0.3%,2%,7%,0%,-1
CCC1Oc2ccc(C)cc2N(CC(=O)NCCN2CCOCC2)C1=O (configuration not stated),3%,0%,4%,4%,0%,0%,0.4%,-4%,7%,9%,5
CCOc1ccc(N2C(=O)C(Cl)=C(Nc3ccccc3O)C2=O)cc1,-22%,7%,?,-1%,-16%,0%,-0.1%,1%,-16%,?,-3
Cc1cc(C=C2C(=O)c3ccccc3C2=O)c(C)n1-c1ccccc1,·,-5%,4%,0%,-1%,-12%,0.3%,6%,9%,?,-32
CCCCn1c2ccc(F)cc2c2nnc(NN)nc21,-11%,-20%,1%,1%,1%,-3%,-0.1%,10%,-4%,?,-6
O=C1Nc2ccccc2C1=Nc1ccc(Br)cc1,?,-1%,-1%,-1%,-7%,-2%,-0.5%,1%,9%,-1%,16
COc1ccc(C)c2sc(NC(=O)C3=COCCO3)nc12,·,·,?,-1%,-8%,·,-0.2%,-6%,-35%,?,-10
Cc1cc(C)n2nc(N)c(N=Nc3ccc(Cl)cc3)c2n1,4%,4%[46.1 µM],?,1%,-2%,-4%,-2.0%,8%,-5%,?,5
C/C(=N\n1cnnc1)c1ccccc1,5%,3%,-6%,0%,-7%,-1%,0.1%,-1%,-7%,2%,-5
Cc1cccc(C(=O)O/N=C/c2c(N3CCOCC3)n(C)c3ccccc23)c1,·,·,?,1%,5%[0.46 µM],·,0.5%,-8%,0%,?,-18
Cc1cccc(-c2noc(-c3ccc4c(c3)OCO4)n2)c1,-4%,·,?,1%,-1%,1%,0.2%,-1%,-1%,10%,-17
Cc1ccnc(NC2OC(=O)c3ccccc32)c1 (configuration not stated),0%,-2%,-24%,2%,0%,-8%,-0.8%,3%,9%,-3%,16
CCCN(CC1CC1)c1nc(N)c2c(N)nc(OC)cc2c1C#N,-6%,-2%,?,1%,-3%,-6%,0.1%,17%,0%,0%,-14
COC(=O)c1ccc(COc2ccc3c(c2)CCC3)o1,4%,-4%,3%,-2%,0%,-3%,0.3%,2%,-1%,?,-6
COc1ccc(N=Cc2ccc(CNS(=O)(=O)c3ccc(Cl)cc3)o2)cc1,-4%,-2%,-12%,2%,1%,-2%,-0.9%,-1%,-10%,6%,-6
Cc1ccc(CN2CCC(c3nc4ccc(Cl)cc4[nH]3)CC2)cc1,-19%,5%,-5%,-1%,-1%,0%,0.5%,-6%,-3%,?,34
COCC(C)n1c(SCC(=O)Nc2nccs2)nc2ccccc2c1=O (configuration not stated),7%,-3%,?,1%,0%,-3%,-0.4%,1%,5%,?,25
CSCC[C@H](N)C(=O)NC[C@H]1CC[C@H](C(=O)N[C@@H](Cc2ccccc2)C(=O)O)CC1,10%,-4%,?,3%,5%,-3%,-1.0%,-1%,-4%,8%,2
Cc1[nH]n(-c2cccc3ccccc23)c(=O)c1C=Nc1ccc2[nH]c(=O)[nH]c2c1,2%,4%,-4%,-1%,3%,-5%,0.5%,1%,9%,12%,-16
